Assay outcomes: PubChem, several laboratories
Jurkat tox 60K: cytotoxicity toward Jurkat T cells, primary screen, cytotoxicity control, cell-based, Jurkat E6.1, 60K MLSMR library | Jurkat E6.1 viability, ATP luminescence, 48 h | inhibition, % at 4 µM | 56,000 compounds, 1.2% hits | AID 463, 2006;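 active = inhibition above the mean inhibition of all tested compounds plus 3 SD, cut at about 28% in these data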
5-HT1A blocker: human 5-HT1a receptor antagonists, primary screen, cell-based, CHO, Ga15 NFAT-bla reporter; inhibition, % at 10 µM; CHO 5-HT1a Ga15 NFAT-bla reporter, antagonist mode; 62,000 compounds, 0.68% hits;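 active = inhibition above the mean of all tested compounds plus 3 SD, cut at about 43% in these data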;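 also: receptor stimulated by 5-CT agonist at 100 nM near EC80; beta-lactamase reporter measured by ratiometric fluorescence of a cleavable substrate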
S1P1 ag-PAM: S1P1 agonists and agonism potentiators, primary screen, cell-based, primary and confirmation screens, CRE-bla reporter. activation, % at 9.5 µM. Sphingosine 1-phosphate receptor 1 (Homo sapiens), P21453. S1P1 CRE-bla cells, forskolin, beta-lactamase FRET, potentiator mode; S1P1 agonist co-added at EC20, 2 nM; 100% = saturating reference agonist, 0% = basal. 56,000 compounds, 0.57% hits;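 active = activation above a cutoff set at the mean activation of all tested compounds plus 3 SD, cut at about 54% in these data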;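 also: forskolin at 4 µM as EC80 and the EC20 agonist is SEW2871; 100% = SEW2871 at its EC100 plus forskolin at EC80; some compounds past the cut are filed as inactive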
HEK293 NFkB inh: inhibitors of PMA/ionomycin-induced NF-kB reporter, primary screen, antigen receptor NF-kB inhibitor project, cell-based, HEK-293 luciferase reporter, luminescence. HEK-293 NF-kB luciferase reporter. inhibition, % at 3 µM. 62,000 compounds, 0.21% hits;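 active = inhibition above the mean of all tested compounds plus 3 SD, cut at about 40% in these data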;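 also: 0% = stimulated DMSO wells and 100% = 10 µM reference inhibitor 5653914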
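Reagent: PMA plus ionomycin mix as NF-kB-activating stimulus. Assay system: NF-kB luciferase reporter HEK-293 cells. Technique: luminescence from luciferase substrate reagent. Incubation: 1 h compound pre-incubation, 16 h PMA/ionomycin at 37 °C. Benchmarks: DMSO only as uninhibited control, 10 µM reference inhibitor as full inhibition. Repeats: tested once.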
HTR1E antagonist: 5-HT1E receptor antagonists, primary screen, cell-based, HTS. 5-hydroxytryptamine receptor 1E (Homo sapiens), P28566. 65,000 compounds, 0.99% hits. CHO 5-HT1E Ga15 NFAT-bla reporter, FRET, antagonist. inhibition, % at 6 µM;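 active = inhibition above a set limit, the mean inhibition across every tested compound plus 3 SD, cut at about 29% in these data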;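 also: signal is the 460 over 535 nm emission ratio of beta-lactamase substrate; 0% = agonist plus DMSO wells and 100% = wells without agonist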
Target sequence (P28566 whole entry, looked up): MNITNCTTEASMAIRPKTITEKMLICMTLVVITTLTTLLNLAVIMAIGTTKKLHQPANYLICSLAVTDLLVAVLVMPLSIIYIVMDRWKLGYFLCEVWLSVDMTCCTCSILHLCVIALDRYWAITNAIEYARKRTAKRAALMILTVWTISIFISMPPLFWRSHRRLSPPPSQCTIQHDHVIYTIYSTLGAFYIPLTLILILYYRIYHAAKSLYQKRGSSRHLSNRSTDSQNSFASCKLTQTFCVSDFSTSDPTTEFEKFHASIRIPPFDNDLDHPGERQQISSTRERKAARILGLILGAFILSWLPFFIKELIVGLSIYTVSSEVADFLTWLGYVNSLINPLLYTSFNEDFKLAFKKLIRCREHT
S1P3 ag: human S1P3 receptor agonists, primary screen, cell-based, primary and confirmation, NFAT-BLA reporter | S1P3 NFAT-BLA reporter cells, agonism, FRET ratio; relative to 1 µM S1P, basal subtracted | activation, % at 4.5 µM | AID 373, 2006 | Sphingosine 1-phosphate receptor 3 (Homo sapiens), Q99500 | 60,000 compounds, 0.1% hits;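 active = activation above the screen-wide mean plus 3 SD, cut at about 4.5% in these data, passing the limit was not always enough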; also: some compounds called inactive have numbers as strong as hits
Target sequence (Q99500 whole entry, looked up): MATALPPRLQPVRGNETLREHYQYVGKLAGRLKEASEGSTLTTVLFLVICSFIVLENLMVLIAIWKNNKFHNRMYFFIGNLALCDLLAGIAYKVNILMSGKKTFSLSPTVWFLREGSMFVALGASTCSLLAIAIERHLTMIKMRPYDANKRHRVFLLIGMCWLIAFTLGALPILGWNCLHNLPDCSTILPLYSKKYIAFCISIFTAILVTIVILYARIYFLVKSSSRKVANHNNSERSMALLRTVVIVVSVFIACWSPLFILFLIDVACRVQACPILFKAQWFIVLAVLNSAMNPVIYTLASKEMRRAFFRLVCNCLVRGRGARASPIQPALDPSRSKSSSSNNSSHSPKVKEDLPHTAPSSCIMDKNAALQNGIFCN
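Material: Human S1P3 NFAT-BLA reporter CHO cells | Incubation: Overnight plating, 4 h compound 37 °C, 2 h substrate RT | Signal: FRET β-lactamase substrate fluorescence, excitation 405 nm, 460/535 nm emission ratio, background-subtracted | Compound: 4.5 µM final, single dose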
D1 allo mod: D1 CRE-luciferase signal change, two-sided – cell-based, HEK293 D1, dopamine EC30, D1 allosteric modulator project, primary screen. AID 641, 2007. dopamine EC30 potentiation; actives deviate in either direction. D(1A) dopamine receptor (Homo sapiens), P21728. 58,000 compounds, 5.9% hits. B-score at 10 µM;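 active = luminescence count or its row- and column-corrected plate score outside the 99.7% band of the plate's sample wells, on either side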
5HT1a ag: human 5-HT1a receptor agonists, primary screen, cell-based, CHO, Ga15 NFAT-bla reporter; activation, % at 10 µM; 65,000 compounds, 0.56% hits; 5-hydroxytryptamine receptor 1A (Homo sapiens), P08908; AID 567, 2006; CHO 5-HT1a Ga15 NFAT-bla reporter, FRET ratio; 0% basal, 100% maximal reference agonist;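 active = activation above the screen-wide mean activation plus 3 SD, cut at about 19% in these data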;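 also: 0% = DMSO wells and 100% = 5-CT at EC100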
5HT1E ag: 5-HT1E receptor agonists, primary screen, cell-based, HTS; 5-hydroxytryptamine receptor 1E (Homo sapiens), P28566; CHO 5-HT1E Ga15 NFAT-bla reporter, FRET; 0% DMSO wells, 100% control agonist wells; activation, % at 6 µM; 65,000 compounds, 0.69% hits; AID 574, 2007;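 active = activation above a set limit, the screen-wide mean activation plus 3 SD, cut at about 8.5% in these data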;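 also: 100% = positive control agonist at 1 µM giving full maximal response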
* hit, by the source's call; · = no result given.

SMILES	Jurkat tox 60K	5-HT1A blocker	S1P1 ag-PAM	HEK293 NFkB inh	HTR1E antagonist	S1P3 ag	D1 allo mod	5HT1a ag	5HT1E ag
COc1ccccc1NC(=O)CSc1nnc(Cc2cccn2C)n1CCc1ccccc1	-5	-6	-1	25	-1	-0.4	0.2	0.8	-0.5
CN1CCN(Cc2nc3c(c(=O)[nH]c(=O)n3C)n2CCc2ccccc2)CC1	-3	16	-10	13	10	-1.4	-0.32	1.3	1.0
CCN1CCN(C(c2cccs2)C(C)NC(=O)c2c(F)cccc2F)CC1 (stereo not drawn)	-4	-4	1	8	-5	-0.3	-1.5	-1.3	0.1
O=C(O)c1ccccc1-c1nc2ccccc2c(=O)[nH]1	·	-1	·	13	8	·	-0.088	-2.3	-0.6
O=C(CCC1COc2ccccc2O1)Nc1ccc(Cl)cn1 (stereo not drawn)	-4	17	23	25	4	-0.6	0.78	-4.1	-0.4
CCCCCOC(=O)CSc1nc2c(c(=O)[nH]c(=O)n2C)n1CCc1ccccc1	0	-6	-2	3	-9	-1.0	-0.091	-1.6	0.1
CS(=O)CSc1nc2c(cc1C#N)CCCC2 (stereo not drawn)	-1	1	-26	-8	-8	0.1	0.5	-3.0	-0.2
CCCCCOc1ccc(/C=c2\sc3ncnn3c2=O)cc1	-9	4	-10	6	-6	-1.4	0.78	-0.8	2.2
COc1ccc(CNCCNC(=O)c2ccco2)c(OC)c1OC	5	-14	1	-17	-7	0.0	0.22	-0.5	0.3
OC1CCCCC1Sc1nc2ccccc2s1 (stereo not drawn)	0	-6	·	-4	2	-0.3	0.58	-1.2	0.6
C/C(O)=c1/ccc2cccc3nc(C)nc1c23	-3	-3	-24	10	1	0.9	·	2.8	-0.3
C#CCNc1c(C)c(C)nc2ncnn12	-5	-2	-24	11	0	-0.1	0.53	-2.2	0.6
C=CCn1c(C)cc(C(=O)CSc2nnc(Cc3ccccc3)o2)c1C	·	-10	·	2	-11	·	·	0.5	-0.2
COc1ccc(S(=O)(=O)N2CCC(C(=O)N3CCOCC3)CC2)cc1OC	-1	-12	-9	10	-11	-0.8	1.6	-2.9	0.2
CCC1c2ccc(C)n2CCN1C(=O)Nc1ccccc1C(=O)OC (stereo not drawn)	-1	2	0	0	-9	-0.5	1.8	-1.9	-0.8
COc1ccc2nc(N3CCC(O)CC3)c(C#N)cc2c1	-2	6	-6	-4	7	-0.9	1.3	-0.9	0.1
CCCCCCSc1cc(C)nc2ncnn12	12	-10	28	7	-3	-0.9	·	0.4	1.1
COCCn1c(CN2CCN(c3ccc(OC)cc3)CC2)nc2c1c(=O)n(C)c(=O)n2C	1	-9	-23	17	0	0.5	0.21	-0.7	-0.5
COCCNC(=O)c1c(N)n(-c2cccc(C)c2)c2nc3ccccc3nc12	-4	6	-21	4	10	2.3	1.3	14	4.6
O=C(NC(O)C(=O)c1cccs1)c1cccnc1 (stereo not drawn)	-5	8	1	14	8	-0.3	-0.25	-1.4	-1.4

The final 3 entries of the section before lead into the next:
SMILES	Jurkat tox 60K	5-HT1A blocker	S1P1 ag-PAM	HEK293 NFkB inh	HTR1E antagonist	S1P3 ag	D1 allo mod	5HT1a ag	5HT1E ag
COCCn1c(CN2CCN(c3ccc(OC)cc3)CC2)nc2c1c(=O)n(C)c(=O)n2C	1	-9	-23	17	0	0.5	0.21	-0.7	-0.5
COCCNC(=O)c1c(N)n(-c2cccc(C)c2)c2nc3ccccc3nc12	-4	6	-21	4	10	2.3	1.3	14	4.6
O=C(NC(O)C(=O)c1cccs1)c1cccnc1 (stereo not drawn)	-5	8	1	14	8	-0.3	-0.25	-1.4	-1.4
CCOC(=O)C1C(=O)CC(=O)CC1CC(C)SCC (stereo not drawn)	6	23	4	19	9	-1.6	0.35	-1.5	-1.5
CCOc1cccc(NC(=O)C2CCCN(S(=O)(=O)c3ccc(-n4cnnn4)cc3)C2)c1 (stereo not drawn)	1	-5	14	11	1	0.3	1.1	0.8	-0.6
O=C(CN1CCC(O)(c2ccc3c(c2)OCO3)CC1)OC1CCCCC1	-1	0	4	4	-1	-0.1	-0.095	0.3	-0.6
CCN(CC)C(=O)c1ccc(O)c(OC)c1	·	·	20	·	2	-2.8	0.6	-0.6	-0.1
O=C(O)c1ccc(CSc2nnnn2C2CCCCC2)cc1	-3	-9	·	-9	7	-0.6	0.76	0.7	0.3
CCS(=O)(=O)NCCc1cc2cc(C)c(C)cc2[nH]c1=O	1	-16	-9	14	6	-0.9	0.61	-0.6	-0.6
COc1ccc(CCn2c(C)ccc2C)cc1OC	·	·	11	·	7	-4.6	·	-0.2	-0.4
CCCn1nc(NC(=O)c2ccco2)c2cc3ccc(C)cc3nc21	-5	3	5	-6	10	1.8	3.2	5.2	3.5
CC(=O)N1CCc2cc(S(=O)(=O)NCCC(=O)NCCc3ccccc3)ccc21	0	-12	3	9	4	-0.7	-0.5	-3.7	-0.9
Cc1nc2ccccc2c(=O)n1NCc1cc(Br)cs1	-1	1	-11	11	-8	-0.9	·	-1.7	0.8
CCCCSc1nnc2n(CCc3ccccc3)c(=O)c3c4c(sc3n12)COC(C)(C)C4	·	·	15	·	-3	-2.8	·	1.2	-0.7
COc1ccc(-c2cc(C(=O)N3CCCCC3)no2)cc1OC	1	5	-11	-11	6	-0.2	9.5*	-4.2	-0.2
CCc1ccccc1NC(=O)CC1S/C(=N\c2nccs2)N(CC)C1=O (stereo not drawn)	-5	6	13	10	-11	-0.8	-0.34	1.7	-0.1
COc1ccc(-c2nnc3n2N=C(c2cccc(Br)c2)CS3)cc1OC	-5	-7	-34	15	19	-1.1	1.3	2.1	-0.1
Cc1nnc(NC(=O)CSc2nnc(Cc3cccn3C)n2-c2cccc(C)c2C)s1	1	0	-2	10	-8	-0.4	0.6	0.7	0.2
CCOC(=O)CNC(=O)Cn1c(C)cc2ccccc2c1=O	0	-5	2	16	10	0.3	0.0053	-1.1	-0.9
Cc1cc(C)cc(-c2nnc(SCC(=O)N3CCN(C(=O)c4ccco4)CC3)o2)c1	3	0	6	5	-3	-1.1	0.46	-0.2	0.9
O=C1CC(c2nc3ccccc3[nH]2)CN1c1ccccc1 (stereo not drawn)	9	-23	·	8	5	-1.1	-0.12	-0.1	-0.7
S=c1[nH]nc(C23CC4CC(CC(C4)C2)C3)n1Cc1ccco1	3	6	1	8	15	-0.5	-1.1	-1.6	0.1
CC(=O)c1sc(N2C(=O)c3oc4ccccc4c(=O)c3C2c2ccc(C)o2)nc1C (stereo not drawn)	8	2	-9	16	16	-0.4	-2.3	-2.0	0.9
CCOC(=O)N1CCC(NC(=O)c2ccc3c(c2)N(C)CCS3)CC1	-4	-19	20	11	-5	0.7	-0.039	0.0	0.9
CC(C)(C)NC(=O)C1CC(=O)OC1(C)C (stereo not drawn)	-3	-14	-36	10	-2	0.2	-1.2	-2.6	0.8
O=C(O)CCNS(=O)(=O)c1ccc(Oc2ccccc2)cc1	13	5	-2	3	6	-0.5	-0.58	-2.6	-0.7
CCC(=O)Nc1sc2c(c1C(N)=O)CCC2	·	-3	·	10	2	·	0.89	-3.3	-0.8
Cc1nnc(SCC(=O)N2c3ccccc3CC2C)s1 (stereo not drawn)	4	-5	33	-2	4	-1.2	0.33	0.0	-0.6
O=C(Nc1ccc(Cl)c(Cl)c1)N1CCSC1c1ccco1 (stereo not drawn)	0	17	28	19	9	-1.6	-1.3	-2.9	-0.1
COc1ccccc1C(=O)Nc1ncc2c(n1)CC(c1ccco1)CC2=O (stereo not drawn)	-3	-6	-2	11	8	-0.1	0.47	-0.9	-0.6
COc1cc(C(=O)Nc2c(C)cc(C)cc2C)c(-n2cnnn2)cc1OC	3	4	11	4	-4	-0.1	-1.1	2.3	0.4
CCOc1ccc(CCNC(=O)C(C)n2nc(C)n3c(cc4occc43)c2=O)cc1OCC (stereo not drawn)	-3	5	12	22	-8	0.8	1.7	1.8	-1.0
COc1ccc2nc(SCC(=O)Nc3ccc(S(=O)(=O)N4CCCC4)cc3)c(C#N)cc2c1	1	14	28	6	12	-0.1	1.6	-1.6	-0.4
COc1ccc(Cc2nnnn2CC(=O)O)cc1	-6	-3	-7	10	-1	-0.7	-0.44	0.7	-0.3
O=C(CN1C(=O)CCC1=O)Nc1ccc2c3c(cccc13)CC2	-1	5	4	-14	-5	-0.2	-0.025	-2.3	0.3
O=C(c1cccnc1)N1CCC(c2nc3ccccc3[nH]2)CC1	8	10	0	13	1	-1.4	0.0094	-1.4	-1.4
CCc1cc2cccc(C)c2nc1SCC(=O)N1CCN(C(=O)c2ccco2)CC1	1	-1	0	29	-5	-0.6	1.4	-0.2	-0.7
O=C1OC(c2ccc(O)cc2)(c2ccc(O)cc2)c2ccccc21	·	·	2	·	2	-2.7	-0.76	-2.2	-0.6
CC(=O)NCc1ccc(C(=O)CSc2nnc(-c3ccncc3)n2Cc2ccccc2)o1	-2	-2	-15	-5	1	1.0	0.013	0.4	12*
CCCCCn1c(SCC(=O)OC)nc2c1c(=O)[nH]c(=O)n2C	-6	-4	-12	2	15	-0.4	4.2*	-1.6	0.5
CCn1c(C(=O)N2CCC(C(=O)NCc3ccc4c(c3)OCO4)CC2)cc2sccc21	-2	5	6	17	2	-1.4	1.1	20*	0.7
Nc1c(C(=O)c2ccc(F)cc2)oc2ccccc12	3	26	5	11	2	-2.0	11*	1.4	0.5
Cc1oc(-c2ccc(F)cc2)cc1-c1nn2c(-c3ccoc3C)nnc2s1	·	-17	·	10	-7	·	·	1.5	0.5
O=C(Oc1ccc2ccccc2c1)c1ccco1	0	-11	-21	9	-8	-0.1	-0.37	-2.1	0.8
O=C(NCc1ccccn1)C1CCCN(S(=O)(=O)c2ccc(Br)cc2)C1 (stereo not drawn)	5	-3	·	14	0	-1.2	0.34	-1.8	0.4
Cc1cnc(C(=O)OCC(=O)Nc2ccc(Cl)cc2Cl)cn1	7	-6	20	24	6	-1.0	0.97	2.9	0.2
